Source: PubChem BioAssay (National Center for Advancing Translational Sciences (NCATS))
D1 potentiator: enhances dopamine response at the human D1 receptor. potentiation, % at 10 µM. 360,000 tested, 0.036% active. HEK293 TREx D1 cells, calcium flux, dopamine EC20 potentiation. P21728. AID 504651; in the data active means potentiation above about 30%; further: 0% is about no effect
D2 antag: antagonizes the human D2 dopamine receptor. HEK293 TREx D2 cells, calcium flux, dopamine EC80. AID 485344. inhibition, % at 10 µM. 340,000 tested, 2% active; in the data active means inhibition above about 30%; further: 0% is about no effect
Target sequence (P14416 whole entry, looked up): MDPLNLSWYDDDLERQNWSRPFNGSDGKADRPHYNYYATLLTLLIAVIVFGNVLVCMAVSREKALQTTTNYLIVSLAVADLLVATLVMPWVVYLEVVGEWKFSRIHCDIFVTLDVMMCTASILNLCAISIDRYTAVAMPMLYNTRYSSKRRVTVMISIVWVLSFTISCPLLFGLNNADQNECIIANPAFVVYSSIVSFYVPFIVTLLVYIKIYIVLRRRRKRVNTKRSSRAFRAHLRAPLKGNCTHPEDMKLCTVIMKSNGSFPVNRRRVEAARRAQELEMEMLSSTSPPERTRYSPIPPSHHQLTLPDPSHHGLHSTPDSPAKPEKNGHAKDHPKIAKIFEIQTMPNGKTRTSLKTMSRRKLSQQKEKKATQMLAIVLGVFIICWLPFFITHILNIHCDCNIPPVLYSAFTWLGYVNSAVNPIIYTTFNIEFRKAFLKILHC
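In this primary screen, negative modulation is detected by tracking calcium flux after an EC80 dopamine challenge in inducible HEK293 T-REx D2 cells preexposed to test compound for 180 s.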
D1 antagonist: antagonists of human D1 dopamine receptor | HEK293 TREx D1 cells, calcium flux, dopamine EC80; active compounds read low | AID 504652 | activity change, negative = inhibition, % at 10 µM | P21728 | 360,000 tested, 3.2% active; in the data active means activity change below about -30%; further: on the % scale 0 is the no-effect control and ±100 the full control effect
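Calcium flux readout: force-coupled, inducible Hek293 Trex D1 line, cells induced overnight at 30 C with tetracycline, dye-loaded 30–90 min at RT. Antagonism scored against EC80 dopamine challenge given 180 s after compound.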
D1 ag: activates the human D1 dopamine receptor | P21728 | HEK293 T-REx D1 cells, calcium flux, agonist mode | activation, % at 2 µM | 360,000 tested, 1% active; in the data active means activation above about 30%; further: 0% is about no effect
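Tetracycline-induced HEK293 TREx D1 cells, force-coupled to calcium signalling, were dye-loaded with a no-wash calcium kit. Compound was pin-added after a 10 s baseline. Fluorescence was read kinetically at 1 cycle/s for 180 s, with calcium rises flagged as agonism.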
TRHR enhancer: allosterically enhances the human TRH receptor | TRHR cells, fluo-8 calcium fluorescence, EC20 TRH enhancement | 360,000 tested, 0.66% active | AID 493056 | P34981 | enhancement, % at 2 µM; in the data active means enhancement above about 30%; further: 0% is about no effect
Target sequence (P34981 whole entry, looked up): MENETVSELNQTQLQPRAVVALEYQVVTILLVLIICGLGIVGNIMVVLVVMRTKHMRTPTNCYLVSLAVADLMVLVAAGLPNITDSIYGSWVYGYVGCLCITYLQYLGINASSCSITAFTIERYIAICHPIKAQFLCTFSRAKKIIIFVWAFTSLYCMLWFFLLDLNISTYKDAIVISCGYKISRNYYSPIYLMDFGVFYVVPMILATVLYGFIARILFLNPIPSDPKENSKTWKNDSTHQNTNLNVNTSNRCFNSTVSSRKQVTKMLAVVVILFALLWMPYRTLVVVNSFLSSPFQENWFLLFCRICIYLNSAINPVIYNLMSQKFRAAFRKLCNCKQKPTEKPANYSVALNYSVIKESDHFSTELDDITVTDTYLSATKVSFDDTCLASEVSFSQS
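TRHR-expressing cells loaded with fluo-8 calcium dye were read kinetically (ex 480/em 530) during compound addition, then stimulated with an EC20 of TRH (10 nM final). Enhancement of the Gq-mediated intracellular calcium response was scored.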
RXFP1 antag: RXFP1 (human) relaxin receptor antagonism; activity change, negative = inhibition, % at 57.5 µM; 350,000 tested, 0.59% active; Q9HBX9; HEK293-RXFP1, relaxin-stimulated cAMP HTRF, 30 min; active compounds read low;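 active means activity change of -60% or lower, but not beyond a set lower limit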; further: on the % scale 0 is the no-effect control and ±100 the full control effect
D2 potentiator: D2 dopamine receptor (human) potentiation | P14416 | HEK293 T-REx D2, calcium flux, EC20 dopamine potentiation | potentiation, % at 10 µM | 340,000 tested, 0.34% active | AID 485347;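 active means potentiation over 3 SD above the plate norm, cut at about 30% in these data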; further: 0% is about no effect
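Calcium flux readout, no-wash dye, 1 read/s. Inducible HEK293 Trex D2 line, overnight 30 C. Compound alone 180 s (agonist flags), then EC20 dopamine, another 180 s to score potentiation.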
D2 ag: activates the human D2 dopamine receptor; HEK293 T-REx D2 cells, calcium flux agonist mode; AID 485358; 340,000 tested, 0.53% active; activation, % at 2 µM; P14416;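 active means activation over 3 SD above normal in the single-dose calcium agonist read, cut at about 30% in these data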; further: 0% is about no effect
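HEK293 Trex D2 cells, tetracycline-induced, o/n 30 C 5% CO2; no-wash Ca dye, RT 30–90 min; 10-cycle baseline, 23 nl cpd added, kinetic Ca read 180 s; agonist hits = positive Ca response.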
RXFP1 agonist: agonists of human relaxin receptor RXFP1; HEK293T-RXFP1 cAMP TR-FRET, 30 min; response scale: percent of porcine relaxin response, buffer zero; Q9HBX9; Potency, µM (highest dose often 57.5 µM), without a hit: top-dose activation, most hits filed as activators; 370,000 tested, 0.3% active; AID 2676; active means well fitted activation curve with a large enough effect; further: potency means the concentration at half of the fitted maximal effect; on the % scale 0 is the no-effect control and ±100 the full control effect; nearly all actives have a fitted effect of over 60% in size; many of its hits are not listed in these tables
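HEK293 cells stably expressing RXFP1, treated 30 min at 37C with compounds plus PDE4 inhibitor Ro 20174; cAMP measured by HTRF TR-FRET. Normalized to buffer and 29 nM porcine relaxin; EC50 by Hill fit.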
* marks the source's active call; other numbers are inactive results; . = not tested or not shown. This is a subset, so the mix of outcomes need not match the whole.

| smiles | D1 potentiator | D2 antag | D1 antagonist | D1 ag | TRHR enhancer | RXFP1 antag | D2 potentiator | D2 ag | RXFP1 agonist |
| --- | --- | --- | --- | --- | --- | --- | --- | --- | --- |
| CCc1ccc(C(=O)CC2(O)C(=O)N(Cc3ccc(C)cc3)c3ccccc32)cc1 (configuration not stated) | 2 | . | -4 | -1 | -7 | -9 | -1 | 0.2 | -0.9% |
| Cc1cc(C)nc(NS(=O)(=O)c2ccc(NC(=O)C(C)C)cc2)n1 | -8 | -11 | -6 | 0 | 4 | 7 | -4 | -0.7 | -5.1% |
| COc1ccc(N2CCN(S(=O)(=O)c3c(C)noc3/C=C/N(C)C)CC2)cc1 | 4 | 3 | 1 | 0 | 7 | -3 | 4 | -0.1 | -0.2% |
| Cc1ccc(CC(=O)Nc2nc3c(s2)CCCC3)cc1 | -3 | . | 8 | 2 | 4 | -5 | . | . | 0.2% |
| Cc1ccc(N=CC2=C(O)CC(c3ccco3)CC2=O)cc1 (configuration not stated) | 3 | -17 | -38* | 3 | 3 | -1 | 15 | 1.3 | 0.2% |
| Cc1c(NC(=O)/C(=C\c2ccccc2)NC(=O)c2ccccc2)c(=O)n(-c2ccccc2)n1C | 0 | 28 | 4 | 2 | 0 | -3 | -6 | 1.1 | -2.4% |
| COc1ccc(NC(=O)CSCc2cc(=O)c3cc(Cl)ccc3[nH]2)cc1 | 0 | . | 9 | -1 | -2 | 2 | 3 | . | 0.3% |
| CC(C)OC(=O)c1c(NC(=O)C2c3ccccc3Oc3ccccc32)sc2c1CCCC2 | 2 | . | 5 | 4 | 27 | 4 | -7 | 0.1 | 22µM* |
| CC(=O)Nc1ccc(N2C(=O)CSC2c2ccc(F)cc2)cc1 (configuration not stated) | -1 | 6 | -3 | 4 | 26 | -3 | 2 | 0.2 | -0.5% |
| c1coc(-c2nc3nc4ccccc4n3nc2-c2ccco2)c1 | -9 | -26 | 2 | 0 | -3 | 1 | -5 | 0.1 | 0.7% |
| CCOC(=O)c1sc(NC(=O)CC(C)c2ccccc2)nc1C (configuration not stated) | -15 | 3 | 1 | 3 | -12 | 6 | 2 | -0.4 | 16% |
| O=C(c1ccc(Cl)s1)N1CCN(c2ccccc2)CC1 | 5 | -1 | -7 | 3 | 11 | . | -1 | -0.1 | -0.8% |
| Cc1nc2ccccn2c1CN(C)C(=O)C1CCC(=O)N(CCc2cccc(F)c2)C1 (configuration not stated) | -6 | 13 | 4 | 3 | -6 | -17 | -16 | -1.0 | 11% |
| Cc1cccc(OCc2cc(=O)n3c4c(sc3n2)CCCC4)c1C | -3 | . | -28 | 3 | -2 | . | 6 | -0.9 | 18% |
| CCOc1ccccc1/C=N/Nc1ccnc(=O)[nH]1 | -2 | 1 | -11 | 3 | 11 | -10 | 2 | -2.1 | -3.9% |
| COc1ccc(N(Cc2cc(=O)[nH]c3ccccc23)C(=O)c2ccco2)cc1 | -2 | -5 | 7 | 3 | 7 | 0 | 11 | -0.2 | -0.1% |
| CSc1cnn(Cc2ccccc2)c(=O)c1SCc1ccccc1 | -4 | 10 | -1 | 13 | -8 | -8 | -3 | 2.3 | -0.1% |
| Cc1ccc(C(=O)OCC(=O)Nc2c(Cl)cc(S(N)(=O)=O)cc2Cl)o1 | -2 | -4 | -10 | 1 | -4 | 7 | -4 | 0.8 | 2.2% |
| S=c1nc[nH]c2c1sc1nc(-c3ccccc3)c3c(c12)CCCC3 | -3 | -9 | -3 | 8 | 3 | 19 | -2 | 0.0 | 11% |
| O=C(COC(=O)c1ccc(F)c(S(=O)(=O)N2CCOCC2)c1)c1ccc(Cl)cc1 | -4 | 2 | -9 | 19 | -2 | 1 | 2 | -0.1 | -0.2% |
| Cc1ccccc1NC(=O)Cn1c(=O)n(C)c2ccccc21 | 1 | 4 | 9 | 2 | -7 | 1 | 5 | -0.7 | 0.0% |
| Cc1ccc(CN2CCC(n3nccc3NC(=O)c3ccccc3C)CC2)o1 | 8 | 10 | -1 | -1 | -2 | -6 | -21 | -0.4 | -0.2% |
| COc1cc(NC(=O)c2cc(-n3cnnc3)ccc2Cl)cc(OC)c1 | -8 | -2 | 10 | 0 | 3 | -12 | -1 | 0.5 | 0.6% |
| Cc1cc(C(F)(F)F)n2[nH]c(=O)c(N=Nc3ccccc3)c2n1 | -4 | 7 | 7 | 0 | -1 | 7 | . | -0.3 | 1.0% |
| CCOC(=O)/C(C(=O)Nc1ccc(Br)cc1)=C1/NC(C)(C)Cc2ccccc21 | 1 | -2 | -7 | 5 | 0 | -12 | 0 | 0.1 | 1.0% |
| CN(c1ccccc1C(=O)O)S(C)(=O)=O | 1 | 10 | 2 | 2 | 6 | -7 | 12 | 0.9 | 0.7% |
| COc1ccc(OC)c(Nc2nc(N(C)c3ccccc3)nc(N)c2[N+](=O)[O-])c1 | 0 | 3 | 4 | 4 | 2 | 8 | -1 | -1.5 | 3.3% |
| O=C(C1CCC1)N1CCCc2cc(S(=O)(=O)Nc3ccc(F)cc3)ccc21 | -5 | . | -18 | 13 | -10 | -6 | -8 | 2.1 | -0.4% |
| C[C@H](O)C(=O)C1=Nc2c(nc(N)[nH]c2=O)NC1 | -6 | -24 | -4 | -1 | 7 | . | 1 | 0.8 | -0.3% |
| CSc1nsc(SC)c1C(=O)Nc1ccc(C)cc1 | -6 | 7 | -14 | -1 | -5 | -9 | 14 | 0.2 | 1.2% |

The last 5 compounds of the section above come first, to join the parts.
| smiles | D1 potentiator | D2 antag | D1 antagonist | D1 ag | TRHR enhancer | RXFP1 antag | D2 potentiator | D2 ag | RXFP1 agonist |
| --- | --- | --- | --- | --- | --- | --- | --- | --- | --- |
| CN(c1ccccc1C(=O)O)S(C)(=O)=O | 1 | 10 | 2 | 2 | 6 | -7 | 12 | 0.9 | 0.7% |
| COc1ccc(OC)c(Nc2nc(N(C)c3ccccc3)nc(N)c2[N+](=O)[O-])c1 | 0 | 3 | 4 | 4 | 2 | 8 | -1 | -1.5 | 3.3% |
| O=C(C1CCC1)N1CCCc2cc(S(=O)(=O)Nc3ccc(F)cc3)ccc21 | -5 | . | -18 | 13 | -10 | -6 | -8 | 2.1 | -0.4% |
| C[C@H](O)C(=O)C1=Nc2c(nc(N)[nH]c2=O)NC1 | -6 | -24 | -4 | -1 | 7 | . | 1 | 0.8 | -0.3% |
| CSc1nsc(SC)c1C(=O)Nc1ccc(C)cc1 | -6 | 7 | -14 | -1 | -5 | -9 | 14 | 0.2 | 1.2% |
| Cc1cnnc2c1-c1no[n+]([O-])c1CC2 | -6 | 6 | 1 | 0 | 4 | -10 | -11 | 0.7 | 2.9% |
| Cc1ccc(O)c(Nc2nc3ccccc3c3nncn23)c1 | -2 | . | 1 | 3 | 4 | -7 | -6 | -1.8 | -0.2% |
| O=C1CCCN1CCC(=O)N1CCCC(CO)(Cc2ccccc2)C1 (configuration not stated) | -2 | 2 | -13 | 5 | -2 | -11 | 9 | 0.6 | 2.1% |
| CCn1c(CNc2ccccc2Cl)nnc1SCCN1CCCCC1 | 1 | 25 | 1 | 3 | -8 | 1 | -17 | -0.3 | 3.1% |
| CCOC(=O)CN1C(=O)N(c2ccccc2OC)S(=O)(=O)c2ccccc21 | 3 | 11 | 6 | 2 | 0 | 2 | -1 | 0.2 | 3.0% |
| CCOC(=O)C1CCN(CCC(=O)Nc2cccc(C)c2)CC1 | 0 | . | -5 | 5 | 6 | -9 | . | . | 0.6% |
| COCCOC(=O)c1c(C)n(C)c2ccc(OC(=O)c3ccccc3F)cc12 | 0 | -35 | -5 | 3 | -1 | 1 | -7 | 0.5 | -0.1% |
| COc1ccc(C(C[N+](=O)[O-])c2c(-c3ccccc3)cc3ccccn23)cc1OC (configuration not stated) | -3 | 19 | 12 | 0 | 3 | -13 | -14 | -0.1 | 1.3% |
| Cc1cc(C)cc(N(CC(=O)NC2CCCC2)C(=O)CCC(=O)Nc2nc(C)cs2)c1 | -9 | 6 | -19 | 58* | 23 | 4 | 18 | -0.7 | 2.6% |
| CCOc1ccc(CCNC(=O)c2ccc3c(c2)N(Cc2ccc(F)cc2)CCS3)cc1 | -2 | . | -6 | 4 | 4 | 7 | 4 | . | 17% |
| Cc1cccc(N2CCN(C(=O)c3cc(S(=O)(=O)N4CCOCC4)cn3C)CC2)c1C | -5 | 28 | 13 | 11 | -4 | -18 | -1 | 0.2 | 3.8% |
| O=C(O)CC(NC(=O)C12CC3CC(CC(C3)C1)C2)c1ccc(Cl)cc1 (configuration not stated) | 6 | 6 | -5 | 1 | -2 | 6 | -2 | -0.2 | 1.7% |
| Cc1cc(C)nc(S/C=C/C(=O)c2ccccc2F)n1 | 3 | 6 | -28 | 0 | -6 | 18 | 9 | 2.8 | 3.5% |
| O=C(c1ccc(N2CCCC2=O)cc1)N1CCN(c2cccc(C(F)(F)F)c2)CC1 | 0 | 17 | 24 | 9 | 0 | -11 | 15 | -1.3 | -0.8% |
| O=C(COC(=O)c1ccc(F)c(S(=O)(=O)N2CCOCC2)c1)NC1CC1 | -2 | 13 | -11 | 4 | -9 | -8 | 9 | 0.3 | 2.5% |
| COc1ccccc1NC(=O)CCc1c(C)[nH]c(=O)c(C#N)c1C | -1 | 5 | 48 | 4 | -2 | -2 | 0 | -0.6 | 1.3% |
| N#Cc1c(C(F)(F)F)cc(C2CC2)nc1N1CCCC1 | 13 | -41 | -20 | 2 | 14 | -5 | 12 | 0.7 | -0.8% |
